DT40 TDP1 no CPT = qHTS for Inhibitors of human tyrosyl-DNA phosphodiesterase 1 (TDP1): qHTS in cells in absence of CPT; DT40 Tdp1-/- hTDP1 cells, no CPT, ATP luminescence, 48 h; Potency, µM (doses to about 46.2 µM), for inactives: at the highest dose activity change, negative = growth inhibition, usual class: inhibitors; hit rate 15% among 420,000; AID 686978, 2013; further: nearly all actives have a fitted effect of over 55% in size
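DT40 Tdp1-/-;hTDP1 cells, no CPT (DMSO vehicle only), 400 cells/well; compounds pin-transferred; ≥48 hr, 37 °C; CellTiter-Glo 30 min RT dark, luminescence read.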
TDP1 inh = inhibitors of human tyrosyl-DNA phosphodiesterase TDP1. recombinant TDP1, AlphaScreen DNA substrate cleavage. hit rate 0.28% among 350,000. Potency, µM (top dose mostly 130 µM), inactives show at the top dose activity change, negative = inhibition, most hits filed as inhibitors; further: nearly all actives have a fitted effect of over 40% in size
Target sequence (Q9NUW8 whole entry, looked up): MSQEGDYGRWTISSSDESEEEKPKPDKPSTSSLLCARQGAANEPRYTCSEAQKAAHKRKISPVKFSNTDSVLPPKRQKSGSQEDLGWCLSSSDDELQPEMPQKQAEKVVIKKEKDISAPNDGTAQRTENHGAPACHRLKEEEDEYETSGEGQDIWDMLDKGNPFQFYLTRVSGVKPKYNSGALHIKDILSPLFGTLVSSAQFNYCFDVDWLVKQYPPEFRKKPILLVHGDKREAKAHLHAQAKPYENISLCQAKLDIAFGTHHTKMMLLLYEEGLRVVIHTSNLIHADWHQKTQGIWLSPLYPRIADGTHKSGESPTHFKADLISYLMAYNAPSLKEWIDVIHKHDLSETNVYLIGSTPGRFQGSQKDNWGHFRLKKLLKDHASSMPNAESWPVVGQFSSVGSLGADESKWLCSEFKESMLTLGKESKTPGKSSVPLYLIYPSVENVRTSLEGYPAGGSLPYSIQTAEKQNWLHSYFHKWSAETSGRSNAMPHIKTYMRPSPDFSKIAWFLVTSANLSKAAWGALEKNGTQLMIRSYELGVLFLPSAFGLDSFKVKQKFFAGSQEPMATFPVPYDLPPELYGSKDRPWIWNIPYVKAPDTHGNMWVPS
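Recombinant E. coli-expressed Tdp1 (1 nM) preincubated with compound 15 min at RT, then 5'-biotin/3'-phosphotyrosine-FITC DNA substrate (15 nM) added for 5 min. AlphaScreen beads (10 ug/ml) added, 10 min RT; tyrosine-FITC cleavage read as signal loss.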
DT40 TDP1 CPT = DT40-hTDP1 cell growth loss with CPT | chicken DT40 Tdp1-/-;hTDP1 cells + 20 nM CPT, ATP luminescence, 48 h | Potency, µM (titrated, usually from 46.2 µM), without a hit: top-dose activity change, negative = growth inhibition, most hits filed as inhibitors | hit rate 12% among 420,000 | AID 686979; further: nearly all actives have a fitted effect of over 55% in size
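Chicken DT40 Tdp1-/- cells complemented with human TDP1, 400 cells/well, exposed to compounds plus 20 nM camptothecin for at least 48 h at 37 C; viability read as ATP content by CellTiter-Glo luminescence.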
* hit, by the source's call; ? = inconclusive; . = not tested or not shown; & = joins results of further samples; [ ] = another dose, or the depositor's remark. The call rests on the fitted dose curve; in most records, active means well fitted curve in the direction sought with a large enough effect; inconclusive means small, poorly fitted or top-dose-only effect, or another doubt; inactive means no such curve, though single readings can be large; an effect the other way counts as inactive or inconclusive. On the % scale 0 is the no-effect control and ±100 the full control effect; potency means the concentration at half of the fitted maximal effect.

Results follow in this order: DT40 TDP1 CPT | TDP1 inh | DT40 TDP1 no CPT
1: Cc1nn(CC(=O)c2ccc(Br)s2)c(C)c1[N+](=O)[O-]
→ -10.3% | 3.8% | -12.0%
2: O=C(NNC(=O)C1CC(c2cccs2)=NO1)Nc1ccc(Cl)cc1 (stereo not given)
→ -8.5% | 1.0% | -3.9%
3: CCCCn1c(/C=N/Nc2nc3ccccc3[nH]2)nc2ccccc21
→ 4.61µM* | 10.5% | 5.17µM*
4: O=c1oc(-c2cccc(C(F)(F)F)c2)nn1-c1ccc(C(F)(F)F)cn1
→ -2.5% | 1.2% | -16.8%
5: CN(C(=O)c1cc2c(cc1Br)OCO2)c1cccc2ccccc12
→ ? | . | 20.6µM*
6: CCc1cc2c(COC(=O)CCNS(=O)(=O)c3cccc(C(F)(F)F)c3)cc(=O)oc2cc1O
→ ? | -4.4% | ?
7: Cc1nc(N2CCCC2)ncc1C(=O)Nc1ccc(F)cc1F
→ -11.4% | 3.8% | -7.6%
8: CC(C)C[C@H]1CNC(=S)N1C[C@H]1CCCN1C[C@H](CC(C)C)N1C[C@H](Cc2ccc(O)cc2)N(CC2CCCCC2)C1=S
→ 10.3µM* | . | 13µM*
9: Cc1cccc(CN2CCN([C@H]3CS(=O)(=O)N[C@@H]3COCc3ccccc3)CC2)c1
→ 18.4µM* | . | 16.4µM*
10: Cc1ccccc1N(C(=O)Cn1nnc(-c2ccc(F)cc2)n1)C(C(=O)NC(C)(C)C)c1ccncc1 (stereo not given)
→ 0.5% | 5.6% | -59.5%
11: COc1ccccc1CC(=O)NCc1nn(-c2ccccc2)nc1C
→ ? | -2.7% | ?
12: Cc1ccc(N(C)C(=O)C2CCCN2S(=O)(=O)c2ccc3c(c2)n(C)c(=O)c(=O)n3C)cc1 (stereo not given)
→ -11.0% | . | 8.0%
13: COc1ccc(OCc2ccc(-c3nc(C#N)c(N4CCN(c5cccc(Cl)c5)CC4)o3)o2)cc1
→ -7.1% | 3.6% | -15.9%
14: O=c1cc(CN2CCCc3ccccc32)nc2sccn12
→ ? | 5.1% | ?
15: CC(C)CNC(=O)C(=O)NCC(c1ccc2c(c1)OCO2)N1CCOCC1 (stereo not given)
→ 3.2% | 0.6% | -1.7%
16: CCOC(=O)C1(Cc2cccc(Cl)c2)CCCN(C(=O)c2ccco2)C1 (stereo not given)
→ ? | -0.2% | ?
17: CCOC(=O)N1CCC(NCCNC(=O)c2ccccc2)CC1
→ -5.7%&-1.5% | 2.3%&0.3% | -10.2%&-3.0%
18: CC(C)(C)c1ccc(CNc2ccc([N+](=O)[O-])cn2)cc1
→ ? | 0.0% | 23.1µM*
19: CC(C)(C)c1ccc(OCC(O)CN2CCc3ccccc3C2)cc1 (stereo not given)
→ 8.2µM* | . | 16.4µM*
20: COc1ccc(CN(C(=O)c2oc3ccc(F)cc3c2C)C2CCS(=O)(=O)C2)cc1 (stereo not given)
→ ? | 3.9%[56.1 µM] | ?
21: COC(=O)c1ccc(NC(=O)C2CCN(C(=O)Nc3ccccc3)CC2)cc1
→ -11.2% | 0.6% | -29.3%
22: COc1ccccc1CNC(=O)CCCc1ccccc1
→ 0.6% | 2.4% | 12.2%
23: COc1ccc2nc(N(Cc3cccnc3)C(=O)COc3ccccc3)sc2c1
→ -2.0% | 0.0% | -2.0%
24: CCOc1ccc(C(=O)CSc2nnc(N)s2)cc1
→ -16.3% | 1.1% | -15.1%
25: c1ccc(Cn2c(-c3cncs3)nc3ccccc32)cc1
→ -25.4% | 4.5% | ?
26: O=C(NCC1CCCN(Cc2cccc(C(F)(F)F)c2)C1)c1ccc(F)cc1 (stereo not given)
→ -26.6% | 3.6% | ?
27: Cc1ccc(OCCCC(=O)Nc2ccc(S(=O)(=O)Nc3cc(C)on3)cc2)cc1
→ -15.2% | -1.0% | 6.7%
28: OCC[C@@H]1C[C@H](O)[C@@H](O)[C@@]2(OCc3ccccc32)O1
→ -8.4% | . | 3.5%
29: O=C(O)C1C2CCC(C2)C1C(=O)Nc1nc2ccccc2s1 (stereo not given)
→ 10.1% | 2.3% | -17.5%
30: O=C(NCc1cccc2ccccc12)c1cccs1
→ ? | 0.6% | ?

Some of the entries so far, in transposed form.
[20] COc1ccc(CN(C(=O)c2oc3ccc(F)cc3c2C)C2CCS(=O)(=O)C2)cc1 (stereo not given)
[21] COC(=O)c1ccc(NC(=O)C2CCN(C(=O)Nc3ccccc3)CC2)cc1
[22] COc1ccccc1CNC(=O)CCCc1ccccc1
[23] COc1ccc2nc(N(Cc3cccnc3)C(=O)COc3ccccc3)sc2c1

assay / entry | 20 | 21 | 22 | 23
DT40 TDP1 CPT | ? | -11.2% | 0.6% | -2.0%
TDP1 inh | 3.9%[56.1 µM] | 0.6% | 2.4% | 0.0%
DT40 TDP1 no CPT | ? | -29.3% | 12.2% | -2.0%

Following part
Results follow in this order: DT40 TDP1 CPT | TDP1 inh | DT40 TDP1 no CPT
31: COc1ccc(/C=C2\SC(=NCc3ccccc3)N(Cc3ccccc3)C2=O)cc1OC
→ -19.3% | -2.8% | ?
32: COc1cccc(CN2CC(O)=C(c3nc(-c4ccc(Cl)cc4)cs3)C2=N)c1
→ -17.8% | 1.0% | 9.2µM*
33: COc1ccccc1CNC(=O)Cn1cc2c(n1)-c1c(oc(C(=O)N3CCOCC3)c1C)CC2
→ ? | -2.6% | 23.1µM*
34: O=C(CN1CCN(S(=O)(=O)c2ccc(Br)cc2)CC1)Nc1ccc2c(c1)OCCO2
→ -5.0% | 10.9% | -7.5%
35: CCOc1ccccc1/C=C/c1cc(C(=O)O)c2ccccc2n1
→ -24.6% | 1.4% | ?
36: C/C(=N\NS(=O)(=O)c1ccc([N+](=O)[O-])cc1)c1c[nH]c2ccccc12
→ -12.2% | 5.6%[56.1 µM] | -3.1%
37: Cc1ccc(NC(=S)c2nc3ccccc3s2)cc1
→ ? | 11.5% | ?
38: CCC1=NC(c2ccc(OC)cc2)N(O)C1(C)C (stereo not given)
→ 4.4% | . | 1.1%
39: CCOc1cc2[nH]c(=S)n(C(C)C)c(=O)c2cc1OCC
→ 18.4µM* | 6.6% | ?
40: COc1ccc(OC)c(NC2=NC3(CCCC3)N=C(N)N2)c1
→ -21.2% | 9.1% | -11.9%
41: COC(=O)[C@]12CCCCC=C1N(Cc1cccc3ccccc13)C(=O)[C@H](CC(=O)NCc1ccccc1)C2
→ ? | . | 18.4µM*
42: c1ccc(CN2CCN(CCOCCOc3ccc4c(c3)CCC4)CC2)cc1
→ ? | 0.0% | 23.1µM*
43: CCOC(=O)c1c(-c2ccccc2)csc1NC(=O)/C(C#N)=C/c1ccc(OC)c(OC)c1
→ -3.9% | 5.5% | ?
44: CC(=O)N1c2ccc(S(=O)(=O)N3CCCCC3)cc2CC1C (stereo not given)
→ -10.0% | 1.3% | -11.6%
45: CC(=O)Oc1ccc(-c2ccc(C(=O)O)cc2)cc1
→ 2.0% | 2.3% | 0.6%

A few values from above:
Entry for Cc1ccc(NC(=S)c2nc3ccccc3s2)cc1 in TDP1 inh: 11.5%
Entry for CCOC(=O)N1CCC(NCCNC(=O)c2ccccc2)CC1 in TDP1 inh: 2.3%&0.3%
Entry for CCOC(=O)C1(Cc2cccc(Cl)c2)CCCN(C(=O)c2ccco2)C1 (stereo not given) in TDP1 inh: -0.2%
Entry for COc1ccc(CN(C(=O)c2oc3ccc(F)cc3c2C)C2CCS(=O)(=O)C2)cc1 (stereo not given) in TDP1 inh: 3.9%[56.1 µM]

An excerpt from above in order of molar mass, highest first:
Results follow in this order: DT40 TDP1 CPT | TDP1 inh | DT40 TDP1 no CPT
43: CCOC(=O)c1c(-c2ccccc2)csc1NC(=O)/C(C#N)=C/c1ccc(OC)c(OC)c1
→ -3.9% | 5.5% | ?
31: COc1ccc(/C=C2\SC(=NCc3ccccc3)N(Cc3ccccc3)C2=O)cc1OC
→ -19.3% | -2.8% | ?
44: CC(=O)N1c2ccc(S(=O)(=O)N3CCCCC3)cc2CC1C (stereo not given)
→ -10.0% | 1.3% | -11.6%
35: CCOc1ccccc1/C=C/c1cc(C(=O)O)c2ccccc2n1
→ -24.6% | 1.4% | ?

The list continues.
Results follow in this order: DT40 TDP1 CPT | TDP1 inh | DT40 TDP1 no CPT
46: O=C1CN(C(=O)c2ccc(S(=O)(=O)N3CCCC3)cc2)C(c2ccccc2)c2cc(Cl)ccc2N1 (stereo not given)
→ ? | 0.0% | 20.6µM*
47: CCCCc1nc2cc(C(=O)N(C)CCc3cn[nH]c3)ccc2o1
→ ? | 7.5% | -18.5%
48: CCN(CC(=O)NCc1ccc(F)cc1)c1ccc(S(C)(=O)=O)cc1[N+](=O)[O-]
→ 16.0% | 5.4% | 10.5%
49: CCCCCCCC(=O)N/N=C(\C)c1ccc(O)cc1O
→ ? | 1.3% | ?
50: Cc1ccc(S(=O)(=O)N2CN(Cc3ccco3)c3nc4ccccc4nc32)cc1
→ ? | 7.3% | ?
51: COCCN(Cc1nc2ccccc2c(=O)[nH]1)C(=O)COc1c(C)cc(Cl)cc1C
→ ? | 0.7% | ?
52: CC(=O)c1cccc(NC(=O)Cn2c(C)c3cnn(-c4ccccc4)c(=O)c3c2C)c1
→ 20.6µM* | 7.6% | -19.3%
53: N#CCCn1cc(C(=O)N2CCCCC2)c(-c2cccc([N+](=O)[O-])c2)n1
→ -23.5% | -2.7% | -11.9%
54: COCCNC(=O)/C(C#N)=C1\N=C(NC(=O)c2cccs2)c2ccccc21
→ 1.9% | 5.8% | 6.9%
55: O=[N+]([O-])c1ccc(-c2nc(-c3ccncc3)no2)cc1
→ -18.1% | . | ?
56: COc1ccc(/C=C2/SC(=O)N(CCC(=O)Nc3ccccc3)C2=O)cc1OC
→ ? | -5.7% | ?
57: CCc1ccccc1NC(=O)CSc1nc2ccccc2nc1Cc1cccc(OC)c1
→ ? | 0.0% | ?
58: Cc1ccccc1-c1nc(C#N)c(N2CCCCC2)o1
→ 1.5% | . | 6.8%
59: Cc1ccc(C2(c3ccc(C)cc3)CC2C(=O)NCc2cccnc2)cc1 (stereo not given)
→ -42.2% | 1.2% | ?
60: CC1CC(NC(=S)N(C)C)CC(C)(C)C1 (stereo not given)
→ -16.6% | . | ?
61: O=C(O)CC1c2ccccc2CCN1S(=O)(=O)c1cccs1 (stereo not given)
→ 7.7% | . | 25.1%
62: CC(C)N1CC(O)=C(c2nc3ccccc3c(=O)[nH]2)C1=N
→ -10.6% | 0.0% | ?
63: CC(NC(=O)C1CCCN1S(=O)(=O)c1ccccc1)c1ccccc1 (stereo not given)
→ ? | . | ?
64: COc1cc(COCC(O)CN2CCOCC2)cc(OC)c1OC (stereo not given)
→ 12.9% | -3.2% | 0.0%
65: CCN(CC)S(=O)(=O)c1ccc(N2CC(C(=O)NCc3cccnc3)CC2=O)cc1 (stereo not given)
→ -1.0% | 9.3% | -13.1%
66: O=C1OCC/C1=C\c1ccccc1
→ -2.6% | 2.6% | 3.7%
67: Cc1cc(F)ccc1S(=O)(=O)N1CCCOC1CNC(=O)C(=O)NCCc1ccco1 (stereo not given)
→ -2.7% | . | -25.8%
68: Cc1cc(C)cc(N=C(NO)c2cccc([N+](=O)[O-])c2)c1
→ -29.2% | 1.9% | ?
69: COc1ccc(C)cc1NC(=O)CCn1nc(C)cc1C
→ -27.4% | . | ?
70: COc1ccc(Nc2cc(C(=O)NCCCN3CCN(C)CC3)c3ccccc3n2)cc1OC
→ -14.6% | 5.8% | -18.2%
71: Cc1ccc(CNC(=O)C(c2ccccc2)c2ccccc2)cc1
→ -10.6% | -8.3% | -24.6%
72: Cc1cccc(NC(=S)NN2CCOCC2)c1C
→ -2.7% | 3.6% | 7.9%
73: N#CC1(C#N)C(C(=O)C23CC4CC(CC(C4)C2)C3)C12CCOCC2 (stereo not given)
→ -6.8% | -3.8% | ?
74: Cc1ccc2c(c1)P(=O)(O)c1cc(C)ccc1O2
→ 12.8% | . | 6.3%

Entries of single compounds from above. Screens in order: DT40 TDP1 CPT, TDP1 inh, DT40 TDP1 no CPT
`Cc1cc(C)cc(N=C(NO)c2cccc([N+](=O)[O-])c2)c1` is entered as -29.2%, 1.9%, ?
`Cc1ccc(CNC(=O)C(c2ccccc2)c2ccccc2)cc1` is entered as -10.6%, -8.3%, -24.6%
`Cc1ccc2c(c1)P(=O)(O)c1cc(C)ccc1O2` is entered as 12.8%, ., 6.3%
`Cc1cccc(NC(=S)NN2CCOCC2)c1C` is entered as -2.7%, 3.6%, 7.9%
`COc1ccc(Nc2cc(C(=O)NCCCN3CCN(C)CC3)c3ccccc3n2)cc1OC` is entered as -14.6%, 5.8%, -18.2%

High-throughput results from PubChem BioAssay.
